Source: PubChem BioAssay (National Center for Advancing Translational Sciences (NCATS))
HP1b binding inh: HTS for Inhibitors of HP1-beta Chromodomain Interactions with Methylated Histone Tails | AlphaScreen HP1-beta / biotin-H3K9me3 peptide binding | Potency, µM (titrated, usually from 114 µM), for the others: top-dose activity change, negative = inhibition, actives largely listed as inhibitors | 390,000 tested, 0.56% active | AID 540317, 2011; also: nearly all actives have a fitted effect of over 70% in size; inactives centre near 23
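HP1-beta protein (50 nM final) preincubated 30 min at room temperature with biotinylated H3(1-18)K9me3 peptide (50 nM) in PBS pH 7.4, 0.01% Tween-20, then compound added for 30 min. AlphaScreen streptavidin donor/nickel chelate acceptor beads (10 ug/mL final), 30 min dark, luminescence read.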
BAZ2B block: qHTS Assay for Inhibitors of BAZ2B. 360,000 tested, 4.4% active. AlphaScreen BAZ2B-H3K14Ac peptide displacement. Bromodomain adjacent to zinc finger domain protein 2B (Homo sapiens), Q9UIF8. Potency, µM (top dose mostly 114 µM), without a hit: at the highest dose activity change, negative = inhibition, usual class: inhibitors. AID 504333, 2011; also: % is scaled to controls: 0 for no effect and ±100 for the full control effect; nearly all actives have a fitted effect of over 60% in size
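AlphaScreen displacement of biotin-H3(5-23)K14Ac peptide (50 nM final) from BAZ2B (50 nM final) in PBS pH 7.4, 0.01% Tween-20; complex preformed 30 min RT, then compounds (top 110 uM) 30 min RT, beads 20 min dark.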
BLM helicase inh: qHTS Assay for Inhibitors of Bloom's syndrome helicase (BLM); RecQ-like DNA helicase BLM (Homo sapiens), P54132; recombinant BLM DNA unwinding, fluorescence dequenching; Potency, µM (highest dose often 56.1 µM), without a hit: at the highest dose activity change, negative = inhibition, hits mostly inhibitors; 350,000 tested, 0.2% active;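 also: plate controls were vehicle for no effect and no enzyme for full effect; nearly all actives have a fitted effect of over 35% in size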
Tb PGK inh: qHTS Assay to Find Inhibitors of Phosphoglycerate Kinase; Phosphoglycerate kinase, glycosomal (Trypanosoma brucei brucei), P07378; PGK/GAPDH coupled, Kinase-Glo luminescence, 60 min; Potency, µM (series often up to 57.5 µM), inactives show top-dose activity change, negative = inhibition, actives largely listed as inhibitors; 380,000 tested, 0.043% active; AID 602233, 2012; also: % is scaled to controls: 0 for no effect and ±100 for the full control effect; nearly all actives have a fitted effect of over 60% in size
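Luminescent ATP detection (Kinase-Glo Plus) follows a 60-minute room-temperature incubation, with wells lacking PGK as controls. Buffer: 100 mM TEA (pH 7.6), 5 mM MgCl2, 0.01% Tween-20. Coupling enzyme GAPDH (100 nM final) supplies unstable 1,3-BPG in-well.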
G9a block: qHTS Assay for Inhibitors of Histone Lysine Methyltransferase G9a. Histone-lysine N-methyltransferase EHMT2 (Homo sapiens), Q96KQ7. G9a H3K9 monomethylation, AlphaScreen, 2 h. Potency, µM (top dose mostly 102 µM), for the others: at the highest dose activity, negative = inhibition, most hits filed as inhibitors. 350,000 tested, 8.8% active; also: % is scaled to controls: 0 for no effect and ±100 for the full control effect; nearly all actives have a fitted effect of over 75% in size
Target sequence (Q96KQ7 913-1193 limits assumed): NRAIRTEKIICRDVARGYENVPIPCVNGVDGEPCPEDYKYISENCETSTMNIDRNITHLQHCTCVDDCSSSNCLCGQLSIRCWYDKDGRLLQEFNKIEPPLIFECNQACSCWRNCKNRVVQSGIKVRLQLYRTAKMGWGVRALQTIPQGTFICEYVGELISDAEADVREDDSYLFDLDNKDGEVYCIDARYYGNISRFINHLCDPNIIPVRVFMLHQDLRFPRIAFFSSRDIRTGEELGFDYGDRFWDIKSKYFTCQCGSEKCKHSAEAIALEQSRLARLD
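G9a (20 nM) preincubated 15 min RT with compounds, then 500 nM biotinylated H3K9 peptide and 20 uM SAM added; 2 h RT reaction. Monomethyl-H3K9 product detected by AlphaScreen with anti-H3K9me1 antibody, streptavidin donor and anti-rabbit IgG acceptor beads.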
POLI inh: qHTS for Inhibitors of Polymerase Iota; Potency, µM (series often up to 115 µM), without a hit: top-dose activity, negative = inhibition, hits mostly inhibitors; AID 588590, 2011; DNA polymerase iota (Homo sapiens), Q9UNA4; Pol iota fluorescent replication assay, 10 min; 390,000 tested, 1% active
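Pol iota at 10 nM preincubated 15 min with compounds at room temperature; reaction started with fluorescent substrate, 50 nM final. Fluorescence read kinetically at 0 and 10 min; buffer-only wells as negative control.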
GLS inhibitor: qHTS for Inhibitors of Glutaminase (GLS). Glutaminase kidney isoform, mitochondrial (Homo sapiens), O94925. GLS enzymatic activity, qHTS titration. Potency, µM (highest dose often 45.5 µM), without a hit: at the highest dose activity change, negative = inhibition, usual class: inhibitors. 410,000 tested, 0.21% active. AID 624170, 2012; also: % is scaled to controls: 0 for no effect and ±100 for the full control effect
Target sequence (O94925 whole entry, looked up, canonical isoform): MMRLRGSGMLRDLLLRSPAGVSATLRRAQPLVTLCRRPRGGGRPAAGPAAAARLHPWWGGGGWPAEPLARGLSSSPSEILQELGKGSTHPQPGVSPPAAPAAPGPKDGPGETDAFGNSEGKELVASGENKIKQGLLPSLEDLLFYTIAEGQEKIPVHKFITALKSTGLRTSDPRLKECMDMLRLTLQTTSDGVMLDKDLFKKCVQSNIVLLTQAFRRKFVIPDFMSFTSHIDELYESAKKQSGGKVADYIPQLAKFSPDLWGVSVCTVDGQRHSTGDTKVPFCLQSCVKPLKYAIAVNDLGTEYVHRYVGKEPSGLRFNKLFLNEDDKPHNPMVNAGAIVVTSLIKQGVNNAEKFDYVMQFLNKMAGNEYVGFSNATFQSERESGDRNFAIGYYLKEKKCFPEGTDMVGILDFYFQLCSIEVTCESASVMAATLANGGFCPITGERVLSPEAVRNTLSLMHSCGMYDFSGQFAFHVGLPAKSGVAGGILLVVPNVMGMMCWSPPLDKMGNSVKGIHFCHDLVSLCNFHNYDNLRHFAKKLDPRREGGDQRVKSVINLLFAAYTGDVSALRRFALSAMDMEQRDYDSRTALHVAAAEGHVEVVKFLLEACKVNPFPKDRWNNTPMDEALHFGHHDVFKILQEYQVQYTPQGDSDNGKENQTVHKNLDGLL
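Two-point fluorescence kinetic (t0, 30 min RT) for hKGA; glutamate detected via glutamate oxidase–HRP–Amplex Red. Substrate: 1 mM L-glutamine solution; buffer 45 mM KH2PO4, pH 8.2.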
Pin1 inhibitor: qHTS Assay to Find Inhibitors of Pin1; 390,000 tested, 0.009% active; Potency, µM (series often up to 115 µM), without a hit: at the top dose activity, negative = inhibition, usual class: inhibitors; Pin1 FP peptide displacement, HiFluor488, 10 min; Peptidyl-prolyl cis-trans isomerase NIMA-interacting 1 (Homo sapiens), Q13526; active = well fitted inhibition curve with a large enough effect in the polarisation, with a control signal flat, not every such curve was filed as active; inconclusive = small, poorly fitted or top-dose-only effect, or effect the other way, or a change in a side signal; inactive = no such curve, though single readings can be large or run the other way; the % refers to the polarisation; also: % is scaled to controls: 0 for no effect and ±100 for the full control effect
Target sequence (Q13526 whole entry, looked up): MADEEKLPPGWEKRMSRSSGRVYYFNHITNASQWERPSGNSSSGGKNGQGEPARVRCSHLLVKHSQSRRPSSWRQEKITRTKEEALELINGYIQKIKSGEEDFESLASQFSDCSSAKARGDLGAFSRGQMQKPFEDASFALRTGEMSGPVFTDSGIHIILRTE
JMJD2A Tudor inh: qHTS Assay for Inhibitors of JMJD2A-Tudor Domain; 390,000 tested, 4.4% active; AlphaScreen JMJD2A-Tudor / H3K4me3 peptide binding; Potency, µM (highest dose often 114 µM), without a hit: at the top dose activity change, negative = inhibition, hits mostly inhibitors; Lysine-specific demethylase 4A (Homo sapiens), O75164; also: % is scaled to controls: 0 for no effect and ±100 for the full control effect; nearly all actives have a fitted effect of over 50% in size
Active calls of the source: *; i = inactive; ? = inconclusive; nt = not tested or not shown; & = joins results of further samples; [ ] = dose if it differs, or a comment. Unless noted, calls follow the shape of the dose curve; as a rule, active = well fitted curve in the direction sought with a large enough effect; inconclusive = small, poorly fitted or top-dose-only effect, or another doubt; inactive = no such curve, though single readings can be large; an effect the other way counts as inactive or inconclusive. Potency is read from the fitted curve at half-maximal effect.

#1 CCOc1cc(S(=O)(=O)NCc2ccc3c(c2)OCO3)ccc1F
#2 CCc1ccc(NC(=O)C(=O)N/N=C(\C)CC(=O)Nc2ccccn2)cc1
#3 COc1ccc(NC2=NC(=S)N(c3ccccc3C)C23CCCCC3)cc1
#4 COC(=O)CSc1nnc(CNC(=O)c2ccc(S(=O)(=O)N3CCOCC3)cc2)n1C
#5 C/C(=N/NS(=O)(=O)c1ccc(Cl)cc1)c1cccc(NC(=O)c2ccncc2)c1
#6 Cc1ccc(NC(=O)CNc2cccc(C)c2C)c(C)c1
#7 COc1ccc(NS(=O)(=O)c2cccc(C(=O)NNC(=O)CNC(=O)c3ccco3)c2)cc1
#8 Cc1cn2c(=O)cc(COc3ccccc3NC(=O)c3ccco3)nc2s1
assay / entry	1	2	3	4	5	6	7	8
HP1b binding inh	31%	49%[activator]	50%[activator]	33%	13%	16%	36%	28%
BAZ2B block	-2%	0%	-34%	nt	-2%	-5%	-20%	2%
BLM helicase inh	-5%	-1%	-6%	2%	0%	-3%	-6%	-8%
Tb PGK inh	-2%	7%	-4%	2%	-2%	4%	0%	i
G9a block	13%[12.7 µM]	-8%	?	-42%	48%	16%[59 µM]	32%	8%[59 µM]
POLI inh	-14%	16%	-9%	-8%	0%	17%	35%[activator]	?
GLS inhibitor	0%	15%	-15%	-1%	-8%	2%	36%[activator]	0%
Pin1 inhibitor	-7%	0%	-1%	-2%	5%	-2%	-9%	-2%
JMJD2A Tudor inh	-2%[57.1 µM]	-3%	-6%	-4%	-17%	-17%	-10%	-15%

#9 CCOC(=O)CC(NC(=O)Cn1nnc(-c2ccccc2C)n1)c1ccc(OC)cc1 (stereo unspecified)
#10 CNC(=O)COc1ccc(S(=O)(=O)Nc2ccccc2)cc1
#11 Cc1ccc(N2CC(NC(=O)c3ccc(S(=O)(=O)N4CCCC4)cc3)CC2=O)cc1 (stereo unspecified)
#12 O=C(O)c1ccc(C(=O)c2ccc3c(c2)C(=O)N(CC2CCCO2)C3=O)cc1 (stereo unspecified)
#13 Cc1nc2c(-c3ccc(F)cc3)c(C)nn2c(C)c1CCC(=O)NCc1cccc(Cl)c1
#14 O=C(Nc1ccccc1)C(c1ccccc1)C1CCCC1 (stereo unspecified)
#15 COc1ccccc1NC(=O)Cc1cccc2ccccc12
#16 O=C(OCC(=O)N1CCCc2ccccc21)c1cc(S(=O)(=O)N2CCOCC2)ccc1F
assay / entry	9	10	11	12	13	14	15	16
HP1b binding inh	38%[activator]	31%	0%	26%	35%	62%[activator]	82%[activator]	-4%
BAZ2B block	-20%&-9%	-7%	-12%	-28%	-14%	11%	8%	11%
BLM helicase inh	-5%&-8%	-1%	-1%	-4%	-6%	-6%	0%	nt
Tb PGK inh	8%	i	-2%	?	-14%	-7%	-10%	-10%
G9a block	?	50µM*	5%[59 µM]	4%	-1%[59 µM]	6%[59 µM]	1%[0.501 µM]	7%[0.501 µM]
POLI inh	-28%	13%	25%	41%[activator]	14%	?	37%[activator]	26%
GLS inhibitor	0%	2%	-1%	2%	-3%	0%	-20%	0%
Pin1 inhibitor	69%[activator]	-2%	-4%	1%	-6%	1%	-8%	1%
JMJD2A Tudor inh	-23%	-7%	-21%	-19%	-6%	21%	12%	-11%

#17 COc1ccc(OC)c(Cc2nnc(CCC(=O)N3CCCCC3c3nccs3)o2)c1 (stereo unspecified)
#18 CNC(=O)c1[nH]cnc1C(=O)Nc1cccc(Cl)c1
#19 COc1ccc(C)cc1NC(=O)c1cc(S(=O)(=O)N2CCC3(CC2)OCCO3)ccc1F
#20 CCN(CC(=O)NC(C)C)C(=O)c1ccc(Cl)cc1
#21 Cc1ccc(N(C)C(=O)N2CCN(c3ccccn3)CC2)cc1
#22 O=C(NCCC1CCCCN1S(=O)(=O)c1ccccc1)C(=O)NCc1ccccc1 (stereo unspecified)
#23 Cc1cccc(/C=C/c2onc(C)c2S(=O)(=O)N2CCC(C(=O)N3CCCCC3)CC2)c1
#24 CCOC(=O)CSc1nnc(-c2ccc(OC)cc2)n1CC
assay / entry	17	18	19	20	21	22	23	24
HP1b binding inh	28%	40%[activator]	29%	22%	30%	13%	19%&65%	29%
BAZ2B block	-10%	4%	-28%	11%	6%	12%	-11%&0%	nt
BLM helicase inh	-1%	nt	-11%	-8%	2%	nt	-11%&-8%	0%
Tb PGK inh	-3%	-1%	-7%	-4%	-4%	-8%	-2%&-9%	-3%
G9a block	-23%	-2%[0.501 µM]	38%	26%	-4%[59 µM]	-3%[0.501 µM]	-7%[59 µM]	3%[59 µM]
POLI inh	9%	-12%	?	-2%	19%	9%	6%&-5%	38%[activator]
GLS inhibitor	-7%	0%	-1%	-3%	-4%	3%	12%&4%	-18%
Pin1 inhibitor	1%	1%	0%	2%	-1%	-5%	-1%&1%	-5%
JMJD2A Tudor inh	-1%	-8%	-21%	-4%	-18%	-10%	-11%&-12%	2%

#25 C=CCc1c(C)nc(SCCC)[nH]c1=O
#26 CC(C)COC(=O)N1CCCC1C(=O)O (stereo unspecified)
#27 O=C(O)c1cc(-c2ccc(O)cc2)on1
#28 Cc1cc(F)ccc1NC(=O)Cn1cc(S(=O)(=O)NC(C)C)c(S(=O)(=O)NC(C)C)c1
#29 CC(Oc1ccc(Br)cc1)C(=O)N1CCC(C(N)=O)CC1 (stereo unspecified)
#30 NC(=O)c1ccsc1NC(=O)COC(=O)CNC(=O)c1cccc([N+](=O)[O-])c1
#31 CC(C)NC(=O)c1ccc(-n2nc(C(F)(F)F)c3c2CCCC3)cc1
#32 CCc1ccc2oc(C(=O)Nc3cccc(Cl)c3C)cc(=O)c2c1
assay / entry	25	26	27	28	29	30	31	32
HP1b binding inh	13%	10%	27%	33%	5%	36%	43%[activator]	27%
BAZ2B block	-5%	-1%	-20%	10%[57.1 µM]	-3%	-6%	6%	-4%
BLM helicase inh	-1%	-8%	-8%	2%	0%	nt	-11%	-3%
Tb PGK inh	nt	nt	-7%	-8%	4%	-13%	4%	0%
G9a block	2%	3%[59 µM]	4%	4%[59 µM]	0%	3%[12.7 µM]	-10%	-7%[59 µM]
POLI inh	12%	5%	47%[activator]	8%	-7%	?	12%	-5%
GLS inhibitor	9%	-2%	-5%	-8%	14%	-14%	-2%	7%
Pin1 inhibitor	1%	-1%	16%	1%	2%	8%	5%	5%
JMJD2A Tudor inh	-5%	-18%	0%	1%	-5%	2%	6%	-12%

#33 CC1(COS(N)(=O)=O)CCCCC1
#34 CCOc1ccc(S(=O)(=O)Nc2cc(OC)ccc2OC)cc1
#35 Cc1ccc(C2CN(C)C3(C(=O)Nc4ccccc43)C23COc2ccccc2C3=O)cc1 (stereo unspecified)
#36 O=C(CN1C(=O)c2ccccc2S1(=O)=O)NCCc1ccc(F)cc1
#37 CCCOc1ccc(NC(=O)C2CC(=O)N/C(=N/N=C(C)/C=C/c3ccc(N(C)C)cc3)S2)cc1 (stereo unspecified)
#38 Cc1ccc(S(=O)(=O)NCC(=O)OCC(=O)N2CC(=O)Nc3ccccc32)cc1
#39 CCCN(CC(=O)Nc1ccccc1OC)C(=O)CSC(=S)N1CCCC1
#40 O=C(CNC(=O)OCc1ccccc1)OC(c1ccccc1)c1ccccc1
#41 CCOc1ccc(Nc2cc(Nc3ccccc3OCC)nc(C=C(C#N)C#N)n2)cc1
#42 COc1cc(CNC(=O)c2cc3n(n2)CCCN(Cc2ccc(C)cc2)C3=O)cc(OC)c1OC
#43 COc1ccc2c(c1OC)C(=O)OC2C1c2c(cc3c(c2OC)OCO3)CCN1C (stereo unspecified)
assay / entry	33	34	35	36	37	38	39	40	41	42	43
HP1b binding inh	26%	12%	-14%	29%	1%	21%	24%	42%[activator][57 µM]	-6%	2%	32%&15%&35%
BAZ2B block	4%[57.1 µM]	-3%	?	nt	?	nt	-12%	nt	-6%	-2%	-32%&10%&-27%
BLM helicase inh	-1%	-3%	-14%	nt	-2%	nt	nt	nt	-2%	0%	-6%&-1%
Tb PGK inh	6%	i	-1%	-1%	-18%	i	-9%	0%	-8%	i	6%&9%&-1%
G9a block	9%	-9%[59 µM]	-7%[59 µM]	nt	5%[59 µM]	nt	25%[12.7 µM]	nt	8%	-3%[59 µM]	-11%[59 µM]
POLI inh	35%[activator]	22%	0%	3%	1%	38%[activator]	19%	19%	50%[activator]	-15%	42%[activator]
GLS inhibitor	-1%	24%	1%	-2%	4%	127%[activator]	-6%	-12%	5%	2%	11%&15%&-2%
Pin1 inhibitor	-11%	1%	0%	-7%	?	-8%	-10%	-4%	10%	6%	6%&0%&2%
JMJD2A Tudor inh	6%	-27%	?	-11%	?	-3%	-2%	22%	-20%	-25%	-19%&-11%

A different layout for part of the listing above:
33: CC1(COS(N)(=O)=O)CCCCC1
  HP1b binding inh: 26% | BAZ2B block: 4%[57.1 µM] | BLM helicase inh: -1% | Tb PGK inh: 6% | G9a block: 9% | POLI inh: 35%[activator] | GLS inhibitor: -1% | Pin1 inhibitor: -11% | JMJD2A Tudor inh: 6%
34: CCOc1ccc(S(=O)(=O)Nc2cc(OC)ccc2OC)cc1
  HP1b binding inh: 12% | BAZ2B block: -3% | BLM helicase inh: -3% | Tb PGK inh: i | G9a block: -9%[59 µM] | POLI inh: 22% | GLS inhibitor: 24% | Pin1 inhibitor: 1% | JMJD2A Tudor inh: -27%

Some of the compounds tested. The share of hits here may be higher or lower than overall.
